# Screens from PubChem BioAssay.
# SR-BI HDL uptake: inhibitors of SR-BI mediated HDL lipid uptake, primary screen, ldlA[mSR-BI] cells, fluorescence, single point | Scavenger receptor class B member 1 (Mus musculus), Q61009 | ldlA[mSR-BI] CHO cells, DiI-HDL uptake fluorescence, 3 h | inhibition, % at 12.5 µM | 320,000 compounds, 0.96% hits | AID 488896, 2010;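 active = mean replicate inhibition of at least 70% and a set share of replicates each scoring 70 or more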;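 also: 0% = median of neutral control wells and 100% = median of positive control wells; values of inactives mirror those of a sister screen read the other way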
# Target sequence (Q61009 whole entry, looked up): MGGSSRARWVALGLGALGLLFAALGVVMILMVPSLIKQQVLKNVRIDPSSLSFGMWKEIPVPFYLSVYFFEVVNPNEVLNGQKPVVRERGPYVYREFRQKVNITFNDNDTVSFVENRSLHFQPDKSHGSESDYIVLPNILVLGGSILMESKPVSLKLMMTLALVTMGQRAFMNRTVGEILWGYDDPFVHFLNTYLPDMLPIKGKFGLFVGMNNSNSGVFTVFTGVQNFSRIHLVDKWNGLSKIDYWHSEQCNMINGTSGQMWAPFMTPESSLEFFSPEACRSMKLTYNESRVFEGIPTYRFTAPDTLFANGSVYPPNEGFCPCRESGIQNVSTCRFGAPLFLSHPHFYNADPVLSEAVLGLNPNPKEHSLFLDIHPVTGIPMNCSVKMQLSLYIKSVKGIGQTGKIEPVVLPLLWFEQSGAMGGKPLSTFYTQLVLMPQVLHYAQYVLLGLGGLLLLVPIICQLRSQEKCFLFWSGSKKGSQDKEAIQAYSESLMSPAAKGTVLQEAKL
# HTR5A inv ctr: HTR5A inverse agonists in luminescence cell assay, primary screen, counter-screen for OPRM1-OPRD1 heterodimer inverse agonist project, full-deck HTS. 340,000 compounds, 0.083% hits. 5-hydroxytryptamine receptor 5A (Homo sapiens), P47898. HTR5A cell line, inverse agonism. inhibition, % at 9.3 µM; in the data active = inhibition mostly above about 23%, no sharp cut-off; inactive = mostly below about 18%;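 also: 0% = cells with DMSO and 100% = no-cell wells with DMSO; some compounds called inactive have numbers as strong as hits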
# PvdQ acylase: P. aeruginosa PvdQ acylase inhibitors, primary screen, biochemical, fluorescence, plate reader and imaging, single point | PvdQ acylase [Pseudomonas aeruginosa LESB58] | purified PvdQ acylase | inhibition, % at 10 µM | 340,000 compounds, 0.063% hits | AID 488965, 2010; in the data active = inhibition above about 30%, passing the limit was not always enough;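 also: 0% = vehicle neutral wells and 100% = reference inhibitor wells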
# Wnt bcat act: Wnt/beta-catenin pathway activators, primary screen, cell-based, plate reader, single point. Wnt/beta-catenin reporter cell assay, activator. activation, % at 9.35 µM. 300,000 compounds, 1.2% hits; in the data active = activation above about 30%, passing the limit was not always enough;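 also: 0% = neutral control wells and 100% = positive control wells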
# HTR5A ag ctr: HTR5A agonists in luminescence cell assay, primary screen, counter-screen for OPRM1-OPRD1 heterodimer agonist project, full-deck HTS. AID 504692, 2011. 5-hydroxytryptamine receptor 5A (Homo sapiens), P47898. cell-based. 340,000 compounds, 0.61% hits. activation, % at 9.3 µM; in the data active = activation mostly above about 9.5%, no sharp cut-off; inactive = mostly below about 7.6%;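 also: 0% = cells with vehicle only and 100% = reference agonist; strong numbers were not always called active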
# dFosB act: activators of delta FosB homodimer, primary screen, biochemical, fluorescence polarization, TAMRA-CDK5 oligo, single point | 340,000 compounds, 0.99% hits | activation, % at 25 µM | purified delta FosB; percent of positive-control signal above neutral wells;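 active = mean activation above about 17%, with every replicate also reaching it, limit read from the data, passing the limit was not always enough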;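 also: fluorescence polarization rise as delta FosB binds a TAMRA Cdk5 AP-1 oligo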
# Target sequence (P13346 whole entry, looked up): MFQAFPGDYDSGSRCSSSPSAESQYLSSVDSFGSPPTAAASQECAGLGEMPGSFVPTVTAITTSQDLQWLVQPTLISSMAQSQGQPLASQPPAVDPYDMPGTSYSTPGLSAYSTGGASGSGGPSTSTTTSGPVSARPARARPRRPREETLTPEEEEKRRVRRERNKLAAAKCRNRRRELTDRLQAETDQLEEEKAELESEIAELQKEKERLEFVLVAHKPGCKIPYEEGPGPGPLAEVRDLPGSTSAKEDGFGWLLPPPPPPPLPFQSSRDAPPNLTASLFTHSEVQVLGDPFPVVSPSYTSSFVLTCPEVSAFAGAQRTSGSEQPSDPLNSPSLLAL
# CDK5 p35 inh: inhibitors of human CDK5/p35 kinase, primary screen, biochemical, single concentration. Recombinant CDK5/p35, ADP-Glo luminescence, 60 min. Cyclin-dependent kinase 5 (Homo sapiens) + Cyclin-dependent kinase 5 activator 1 (Homo …. inhibition, % at 10 µM. 330,000 compounds, 0.01% hits. AID 488839, 2010;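 active = highest replicate inhibition of at least 50% and at least 75% of replicates reaching 50%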;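 also: plate controls were DMSO neutral control for no effect and GW8510 at 10 µM for full effect; many of its hits are not listed in these tables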
# V-ATPase pHluor: regulators of yeast V-ATPase proton pumping, primary screen, pHLuorin cytosolic pH fluorescence; S. cerevisiae; response, % at 10 µM; 350,000 compounds, 0.37% hits; AID 504577, 2011; in the data active = response mostly above about 7.3%, no sharp cut-off; inactive = mostly below about 5.4%; also: actives read high; inactives centre near 0; some compounds called inactive have numbers as strong as hits; reference of the scale not given here
# MITF act: activators of MITF-driven TRPM1 promoter reporter, primary screen, cell-based, SK-MEL-5, luciferase, single point; SK-MEL-5 TRPM1-promoter luciferase, 24 h; % of positive control, neutral wells = 0; activation, % at 12.5 µM; 300,000 compounds, 0.75% hits; AID 588334, 2011;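 active = mean activation of at least 80% with every replicate also reaching 80%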;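 also: 0% = neutral control wells and 100% = parthenolide positive control wells; values of inactives mirror those of a sister screen read the other way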
# NSD2 inh: NSD2 histone methyltransferase inhibitors, primary screen, biochemical, AlphaScreen, single concentration, set 2. Histone-lysine N-methyltransferase NSD2 (Homo sapiens), O96028. 310,000 compounds, 0.54% hits. NSD2 peptide methylation, 120 min. inhibition, % at 12.5 µM; in the data active = inhibition above about 50%
# Starred values were filed as active, the others as inactive; . = not tested or not shown; & = joins results of further samples.
# The opening three records as a preview:
SMILES,SR-BI HDL uptake,HTR5A inv ctr,PvdQ acylase,Wnt bcat act,HTR5A ag ctr,dFosB act,CDK5 p35 inh,V-ATPase pHluor,MITF act,NSD2 inh
COc1cc(C(=O)NCC(=O)NC(C)CCc2ccccc2)cc(OC)c1OC (stereo not given),-10,20,-12,1,-2,-5,1.2,0,-7,.
CC(=O)OCc1cc2cc(C)ccc2[nH]c1=O,-14,-4,-3,.,1,4,-1.6,11,1,-5
C[C@@H](CSc1ccc(Br)cc1)CN1CC[C@H](NC(=O)OCc2ccccc2)CCC1=O,21,-8,-17,-5,1,-15,1.6,-1,-15,.

# All compounds of this part, from the start:
SMILES,SR-BI HDL uptake,HTR5A inv ctr,PvdQ acylase,Wnt bcat act,HTR5A ag ctr,dFosB act,CDK5 p35 inh,V-ATPase pHluor,MITF act,NSD2 inh
COc1cc(C(=O)NCC(=O)NC(C)CCc2ccccc2)cc(OC)c1OC (stereo not given),-10,20,-12,1,-2,-5,1.2,0,-7,.
CC(=O)OCc1cc2cc(C)ccc2[nH]c1=O,-14,-4,-3,.,1,4,-1.6,11,1,-5
C[C@@H](CSc1ccc(Br)cc1)CN1CC[C@H](NC(=O)OCc2ccccc2)CCC1=O,21,-8,-17,-5,1,-15,1.6,-1,-15,.
CNCCCOc1cccc(Oc2ccccc2)c1,-5,8,-12,-1,-3,-3,-1.2,1,33,127*
CC(C)(C)OC(=O)NNC(=O)NC12CC3CC(CC(C3)C1)C2,-8,5,7,-3,-2,-9,2.2,2,11,1
FC(F)(F)c1cc(N2CCNCC2)c2ccccc2n1,-1,3,-3,-3,5,-2,0.3,2,-5,0
CCOC(=O)N1CCN(C(=O)Cn2ccc3ccccc3c2=O)CC1,-8,-12,-8,0,-2,1,-0.9,0,4,-1
COc1ccc2[nH]c3c(Cl)ncnc3c2c1,-12,1,7,-1,0,1,-0.7,1,-17,-4
COCCCNC(=S)N1CCN(c2ccccc2)CC1,-17,16,-4,-1,-6,4,0.6,4,6,-3
CS(=O)(=O)c1ccc2nc(NC(=O)c3cccs3)sc2c1,20,4,-15,17,0,-28,1.4,2,-19,4
N#Cc1cnn2ccc(-c3ccc4c(c3)CCC4)nc12,30,-6,5,4,2,-10,-0.6,-2,3,-1
COc1cc(SC)ccc1C(=O)N(C)CC(=O)Nc1cccc2ccccc12,39,10,-14,0,-4,-15,0.3,3,-8,-6
O=C(NCc1ccco1)c1ccc(COc2ccccc2Cl)cc1,40,9,1,0,-4,-5,-0.5,4,.,-1
COc1ccc(NC(=O)C23CC4CC(C2)CC(n2cnc(Br)n2)(C4)C3)cc1OC,11,-4,9,-2,0,1,-0.5,-2,3,8
Cc1occc1C(=O)N1CCC2(CCCN(Cc3ccc(F)c(F)c3)C2)C1 (stereo not given),0,-13,-12,0,3,-14,-2.9,1,-14,7
COc1ccc(CCNc2ncccc2C#N)cc1OC,3,2,-12,19,5,-4,0.8,-1,75,0
Cc1ccccc1C(=O)NC(CC(C)C)C(=O)Nc1ccc(F)c([N+](=O)[O-])c1 (stereo not given),2,-9,13,0,3,1,3.1,-8,3,-3
S=C1NCC(c2ccccc2)S1 (stereo not given),.,9,-2,-3,-2,-6,-3.7,1,2,1
COc1ccccc1OCc1cc(C(=O)N2CCN(C)C(c3ccccc3)C2)no1 (stereo not given),34,7,-4,41*,4,-5,1.4,-1,26,3
Cc1ccc2c(CN3CCN(Cc4ccc5c(c4)OCO5)CC3)cc(=O)oc2c1C,-27&-19,8,-3&0,-2,2,-5,-1.1,-1,-11,1
CCN1CCN(Cc2ccc(NC(=O)c3cc(NC(=O)c4cnn(-c5ccccc5)c4N)cc(OC)c3)cc2C(F)(F)F)CC1,-17,-18,1,-5,12*,-52,2.5,-2,-76,.
CCCNC(=O)C1CCC(CNS(=O)(=O)c2ccc3c(c2)CC(C)N3C(C)=O)CC1 (stereo not given),15,13,-15,1,-2,-6,1.4,2,-12,1
Cc1cc(C)n(CC(C)NCc2c(C(=O)N3CCOCC3)nc3c(C)cccn23)n1 (stereo not given),.,-5,-3,2,-4,-2,0.6,-1,6,2
CCC(=O)N1CC(C)C(=O)Nc2ccccc21 (stereo not given),-9,-18,-14,.,6,-5,0.6,3,-3,6
CCOC(=O)c1cccc(NC(=O)c2ccc3c(c2)C(=O)N(CC2CCCO2)C3=O)c1 (stereo not given),37,16,12,-3,4,-5,0.3,-5,-6,0

# (list continues)
SMILES,SR-BI HDL uptake,HTR5A inv ctr,PvdQ acylase,Wnt bcat act,HTR5A ag ctr,dFosB act,CDK5 p35 inh,V-ATPase pHluor,MITF act,NSD2 inh
CCCCNc1nc(CC(C)=O)ns1,5,4,-3,0,7,1,2.6,-2,-2,-2
CN(CCCNC(=O)C1CCCN(S(=O)(=O)c2cnc[nH]2)C1)c1ccccc1 (stereo not given),-11,-6,-23,-4,2,-1,1.5,7,-8,.
O=C(CN1CCC(NC(=O)Nc2ccc(F)cc2)CC1)Nc1ccccc1[N+](=O)[O-],26,7,-20,-1,2,2,-7.7,-61,-7,18
CC(=O)c1ccc(N2CCN(C(=O)c3cc4c(C)nc5ccccc5c4o3)CC2)cc1,7,8,0,-5,-6,0,-1.3,1,-18,-3
Cc1ccc(-n2ncc3c(SCC(=O)NNC(=O)c4ccco4)ncnc32)cc1,-11,0,-17,9,0,-5,1.6,3,44,3
C=CCn1c(C)cc(C(=O)COc2ccc(N(C)S(=O)(=O)c3ccc(NC(C)=O)cc3)cc2)c1C,48,-2,-8,-3,3,-13,-3.9,0,-11,19
CCCCN(CC)CCCNC(=O)c1cc2c(-c3ccc(OC)c(OC)c3)nn(C)c2s1,13,-3,-3,2,1,37*,-0.1,-4,23,15
Cc1cccc(C(=O)Nc2ccc(S(=O)(=O)Nc3nc(C)cc(C)n3)cc2)c1,-32,-10,-11,-1,3,6,-0.4,-3,.,1
CCOc1ccc(N2C(=O)CC(N3CCN(c4ccc(C(=O)c5ccncc5)cc4)CC3)C2=O)cc1 (stereo not given),24,-4,7,-1,2,-3,1.4,2,.,3
O=C(COC(=O)c1ccc(Br)o1)NCC1CCCO1 (stereo not given),-4,-21,-24,.,-4,-1,-2.5,-1,-7,1
CC(=O)c1cccc(NC(=O)c2ccc(OCc3c(C)noc3C)cc2)c1,63,-8,-19,-1,6,-6,-14,0,3,1
CCOC(=O)C1=C(COC(=O)c2cccc(N(C)C)c2)NC(=O)NC1C (stereo not given),37,-3,6,38*,0,-8,0.1,-6,78,2
Cc1cc(C)n2nc(SCC(=O)c3c(N)n(CC(C)C)c(=O)n(C)c3=O)nc2n1,.,-5,-7,-1,2,-5,-0.6,17*,0,-7
COc1ccc(C2OC(=O)CC2C(=O)NCc2ccccc2Cl)cc1OC (stereo not given),-8,0,-14,-1,0,1,2.2,0,4,-2
O=C(c1ccc(F)cc1)N1CCC(C(=O)N2CCN(S(=O)(=O)c3cccc([N+](=O)[O-])c3)CC2)CC1,-11,-15,-2,0,4,-12,-1.0,-2,-6,-2
O=C(CCCn1c(=O)c2ccccc2n(Cc2ccccc2)c1=O)NCc1ccco1,22,9,6,-1,2,-8,0.7,-6,-14,7
CC(=O)Nc1ccc(S(=O)(=O)N(CC(=O)NC2CC2)Cc2ccccc2)cc1,-24,9,-12,-2,1,4,0.2,0,7,1
O=C(COc1ccccc1)OCc1csc(Nc2ccccc2)n1,-34,5,-6,2,-2,-1,-1.1,-4,22,6
CCCC(=O)N(C1CC(C)C(C#N)(C#N)C1(C#N)C#N)N(C)C (stereo not given),20,-29,-7,20,-7,-4,0.5,5,.,.
COc1ccccc1CNC(=O)CSc1ccc(-c2cccc([N+](=O)[O-])c2)nn1,-25,8,-8,0,-3,1,0.8,-1,2,0
CCc1cccc2sc(N(CCCN3CCOCC3)C(=O)CS(=O)(=O)c3ccccc3)nc12,9,3,-20,1,-1,-1,1.6,0,-1,-3
CCC(C)C(NC(=O)C1CCC(C)CC1)C(=O)Nc1ccc(OC)cc1OC (stereo not given),79*,-6,-8,-2,2,3,0.4,-2,-5,.
CC(=O)N1CCc2cc(S(=O)(=O)NC(C(=O)NCc3ccccc3)C(C)C)ccc21 (stereo not given),-11,7,4,-2,-6,-3,-1.6,-1,4,-3
Cc1sc(NC(=O)CN2CCOCC2)c(C(=O)c2ccccc2)c1C,.,12,-17,.,-4,-4,-1.5,3,.,.
CC#CC(=O)N1CCC(n2nccc2NC(=O)c2ccc3c(c2)OCO3)CC1,11,9,-10,9,-4,8,-1.4,4,28,-2

# (listing goes on)
SMILES,SR-BI HDL uptake,HTR5A inv ctr,PvdQ acylase,Wnt bcat act,HTR5A ag ctr,dFosB act,CDK5 p35 inh,V-ATPase pHluor,MITF act,NSD2 inh
c1ccc(-c2noc(-c3ccc4ccccc4c3)n2)cc1,-8,-30,-8,12,0,-1,2.7,-3,-39,-9
COC(=O)c1c(C)nn(-c2ccc(F)c(Cl)c2)c1-c1cc(C)on1,-3,12,-10,1,3,-7,-0.5,9,0,-5
COc1ccccc1/C=C1\SC(=O)N(CCC(=O)NCCCn2ccnc2)C1=O,7,6,-9,4,-2,-7,-1.5,-1,30,4
COc1ccccc1Nc1nc(-c2ccc3c(c2)NC(=O)CO3)cs1,78*,-11,0,-1,4,-5,-4.9,11,14,-4
O=C(N1CCOCC1)C1(c2ccccc2)CCCCC1,1,-9,9,.,3,3,0.8,-1,2,-3
CCOC(=O)C1(CCOC)CCN(Cc2cnc(-c3cccc(C)c3)nc2)CC1,17,3,-5,-2,-1,-1,0.4,3,-11,-1

# Some of these compounds in order of number of heavy atoms, lowest first.
SMILES,SR-BI HDL uptake,HTR5A inv ctr,PvdQ acylase,Wnt bcat act,HTR5A ag ctr,dFosB act,CDK5 p35 inh,V-ATPase pHluor,MITF act,NSD2 inh
c1ccc(-c2noc(-c3ccc4ccccc4c3)n2)cc1,-8,-30,-8,12,0,-1,2.7,-3,-39,-9
COc1ccccc1Nc1nc(-c2ccc3c(c2)NC(=O)CO3)cs1,78*,-11,0,-1,4,-5,-4.9,11,14,-4
CC#CC(=O)N1CCC(n2nccc2NC(=O)c2ccc3c(c2)OCO3)CC1,11,9,-10,9,-4,8,-1.4,4,28,-2
COc1ccccc1/C=C1\SC(=O)N(CCC(=O)NCCCn2ccnc2)C1=O,7,6,-9,4,-2,-7,-1.5,-1,30,4
